Bioassay records as filed in PubChem BioAssay.
Lipid droplet: hepatic lipid droplet formation modulation; AML12 mouse hepatocytes, oleate lipid droplets, BODIPY imaging; inhibition, % at 6.5 µM; 240,000 tested, 0.4% active;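 active means lipid droplet intensity inhibited by at least 50%, with more than 500 cells counted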
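Test system: AML12 mouse liver cells; schedule: overnight exposure; technique: high-content imaging of BODIPY-stained droplets and DAPI nuclei; read-out: % inhibition of corrected integrated BODIPY droplet signal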
HEK293 NOD2/NF-kB: inhibition of NOD2-driven NF-kB reporter – cell-based, luminescence, uHTS, HEK293 (AID 1566) | inhibition, % at 4 µM, or EC50 in µM where a hit was titrated | HEK293 NOD2/NF-kB luciferase reporter, luminescence; higher % means a stronger effect | 290,000 tested, 0.63% active; in the data active means inhibition above about 50%; further: many of its hits are not listed in these tables
Lipid droplet cells 6.5 µM: recorded beside Lipid droplet, whose call it bears; cell count; measured here: cell count, cytotoxicity flag;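 cells counted across two imaged fields per well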
Active calls of the source: *. Some of the compounds tested; the hit share may differ from the screen's.

item	Structure	Lipid droplet	Lipid droplet cells 6.5 µM	HEK293 NOD2/NF-kB
1	Cc1ccc(C(=O)Nc2ccncc2)cc1[N+](=O)[O-]	-8	834	11%
2	O=C(Cc1ccccc1)NC(=S)Nc1ccc(OC(F)F)cc1	-1	855	-4%
3	CCOc1cccc(CN2CCC(Oc3ccc(C(=O)NCc4ccccn4)cc3)CC2)c1	-30	677	0%
4	CC(C)(Cc1ccc(O)cc1)NC(=O)SCc1ccccc1	2	847	12%
5	Cc1ccc(N(C(=O)CNC(=O)c2ccco2)C(C(=O)NC2CCCC2)c2cccnc2)cc1 (configuration not stated)	-6	681	9%
6	CCOC(=O)C1(CCOC)CCN(C(=O)Cc2ccsc2)CC1	0	758	6%
7	Cc1nc(-c2ccc(C(=O)Nc3cccc(F)c3)cc2)cs1	-2	817	-84%
8	CC(C)[C@H](NC(=O)C1CCC(CNC(=O)[C@@H]2CCCN2C(=O)OC(C)(C)C)CC1)C(=O)O (some centres not stated)	4	802	8%
9	COc1ccc(NC(=O)CSc2nnc(C3CCCCC3)n2N)c(OC)c1	1	800	4%
10	CCCCCCCC(=O)Oc1ccc(C(=O)Nc2cc(C)on2)cc1	10	808	-39%
11	COc1ccc(N2CC(C(=O)Nc3cccnc3)CC2=O)cc1 (configuration not stated)	-2	799	4%
12	O=C1Nc2ccc(S(=O)(=O)N(CCO)CCO)c3cccc1c23	1	795	3%
13	NC(=O)c1ccc(Oc2ccc(-c3nnco3)cc2)c([N+](=O)[O-])c1	7	816	-5%
14	Cc1cccc(C(=O)NNC(=O)c2ccccc2Br)c1	7	846	3%
15	COC(=O)c1cc(Cl)cc2c(C)c(C3(O)CCCCC3)[nH]c12	-6	811	23%
16	CCOc1ccc2nc(NC(=O)CN3CCN(CC)CC3)sc2c1	0	855	-16%
17	COc1ccc(CNC(=O)CSc2nnc3c(n2)[nH]c2ccc(F)cc23)cc1	9	723	-3%
18	Cc1c(CCC(=O)O)c(=O)oc2cc(OCc3ccc(Br)cc3)ccc12	-4	847	-2%
19	COC(=O)c1ccc(CS(=O)(=O)c2ccc(C)cc2)o1	-10	754	18%
20	O=C(/C=C/c1ccc(F)cc1)NC(=S)NNC(=O)[C@H]1C[C@@H]1c1ccccc1	15	779	32%

item	Structure	Lipid droplet	Lipid droplet cells 6.5 µM	HEK293 NOD2/NF-kB
21	CSc1ccccc1OCc1cc(C(=O)NCCC2=CCCCC2)no1	-6	852	2%
22	C#Cc1ccc(CN2CCC(C(=O)Nc3ccc(Oc4ccccc4)nc3)CC2)cc1	10	683	30%
23	CCc1cc2c(-c3ccccc3)cc(=O)oc2cc1OC(C)C(=O)O (configuration not stated)	3	798	2%
24	CC(NC(=O)c1cnc2ccccc2n1)c1ccccc1 (configuration not stated)	-6	865	-52%
25	CSc1nnc(C2CCN(CC(=O)Nc3ccccc3N3CCOCC3)CC2)n1C	-10	804	18%
26	CCCCCN1CC(=O)N2[C@@H](Cc3c([nH]c4ccccc34)C2(C)C)C1=O	9	797	5%
27	COc1ccccc1N1CCN(C(=O)C2CC(=O)N(c3ccccc3)C2)CC1 (configuration not stated)	10	732	4%
28	CC(=O)N1c2ccccc2Sc2ccccc21	-2	823	-3%
29	CCOc1ccc(NC(=O)CCC(=O)Nc2nnc(CC)s2)cc1	-8	705	11%
30	CC(C)CNC(=S)N(CCO)Cc1cc2cc3c(cc2[nH]c1=O)OCO3	-2	816	8%
31	COc1cccc(NS(=O)(=O)c2cc3c(cc2C)NC(=O)CO3)c1	4	701	14%
32	COc1cccc(C(O)c2nccn2Cc2ccccc2)c1OC (configuration not stated)	-9	768	-3%
33	CCOC(=O)C1CCCN(S(=O)(=O)c2cc3[nH]c(=O)c(=O)[nH]c3cc2C)C1 (configuration not stated)	-6	812	-6%
34	COCCN(C(=O)COC(=O)c1cccc2ccccc12)c1c(N)n(Cc2ccccc2)c(=O)[nH]c1=O	3	808	-10%
35	O=C(Cc1ccccc1)NNC(=O)C1CC=CCC1 (configuration not stated)	8	603	5%
36	Cc1cccc(NC(=O)CCS(=O)(=O)c2ccc3c(c2)oc(=O)n3C)c1	-7	678	9%
37	Cc1ccc(S(=O)(=O)NC(=O)Nc2cccc([N+](=O)[O-])c2)cc1	4	812	-14%
38	Cc1ccc(C2=NN(C(=O)CNCCO)C(c3cccs3)C2)cc1 (configuration not stated)	-3	724	-18%
39	COc1ccc(C2CC(=O)C(C=NCC(C)C)=C(O)C2)cc1 (configuration not stated)	-11	753	14%
40	Cc1cc(NC(=O)CCC(=O)N(c2cccc(F)c2)C(C(=O)NC2CCCC2)c2ccc(C)o2)no1 (configuration not stated)	-6	760	-3%

item	Structure	Lipid droplet	Lipid droplet cells 6.5 µM	HEK293 NOD2/NF-kB
41	CC1(C)Cc2c(cnn2-c2ccccc2)C(NC(=O)CCN2CCCCO2)C1 (configuration not stated)	9	720	-6%
42	Cc1ccc(-c2nnc(NC3CCCC3)s2)cc1	-21	821	-77%
43	Cc1ccc(N=C2C(=O)Nc3ccccc32)cc1C	2	802	14%
44	O=C(Nc1ccccc1[N+](=O)[O-])c1cc(S(=O)(=O)N2CCOCC2)cs1	-2	637	15%
45	O=C(Nc1cccc(NC(=O)C2CCCO2)c1)C1CCCO1 (configuration not stated)	0	815	-1%
46	COc1cccc(NC(=O)c2nn(C)c(C(=O)Nc3cccc(OC)c3)c2[N+](=O)[O-])c1	-2	848	-3%
47	O=C(NCc1cc2ccccc2[nH]1)c1ccccc1F	-3	801	0%
48	O=C(NC(=S)Nc1cccnc1)c1ccccc1	-1	880	-17%
49	CNc1ccc2c3c(cccc13)C(=O)N(C)C2=O	-1	391	-39%
50	CNS(=O)(=O)c1ccc(NC(=O)c2cc(-c3ccncc3)nc3ccc(Cl)cc23)cc1	-1	845	16%
51	CCCCOc1ccc(C(=O)Oc2cccnc2)cc1	-14	829	8%
52	Cc1cc(C(=O)NC2CC(C)(C)Cc3c2cnn3-c2cccc(F)c2)n(C)n1 (configuration not stated)	-7	829	20%
53	O=C(c1ccccc1NS(=O)(=O)c1ccccc1[N+](=O)[O-])N1CCCC1	2	707	-14%
54	O=Cc1cn(-c2ccccc2)nc1-c1ccccc1	5	792	-6%
55	COc1cccc(CNC(=O)c2c(C)nn(-c3ccccc3)c2C)c1	2	806	8%
56	COc1cc(C(=O)Nc2ccccc2SCc2cc(=O)n3nc(C)sc3n2)cc(OC)c1OC	0	812	4%
57	CC(C)c1ccc(-c2cc(C(=O)N3CCOCC3)c3cc(Br)ccc3n2)cc1	-45	718	1%
58	COc1cccc(/C=N/N2CCN(c3ccc(Cl)cc3)CC2)c1OC	0	769	21%
59	O=C(O)c1ccc(CNCc2cccc(OCc3ccc(F)cc3)c2)cc1	8	852	11%
60	Cc1ccc(S(=O)(=O)Nc2ccccc2C(=O)N2CCOCC2)cc1	-4	796	-4%

item	Structure	Lipid droplet	Lipid droplet cells 6.5 µM	HEK293 NOD2/NF-kB
61	CC[C@@]1(c2cccc(C)c2)C(=O)N(C(=O)OC)N1C(=O)OC	-8	691	26%
62	COc1ccc2cc(CCNC(=O)c3ccc(S(=O)(=O)N4CCCC4)cc3)c(=O)[nH]c2c1	6	782	31%
63	CCOc1ccc(N(CC(=O)Nc2cc(Cl)ccc2C)S(C)(=O)=O)cc1	-2	868	6%
64	CCc1nc(SCC(=O)N2CCCCCC2)c2c(=O)n(C)c(=O)n(C)c2n1	-18	646	-5%
65	COc1cccc(NC(=O)C2COc3ccccc3O2)c1 (configuration not stated)	7	864	-71%
66	N#CCCN(Cc1ccccc1)C(=O)c1nccnc1C(=O)O	4	790	5%
67	CC(C)C(OC(=O)c1ccc(Cl)nc1)C(=O)NC1CCCCC1 (configuration not stated)	3	805	3%
68	CCc1csc(CCNC(=O)C2CCC(=O)N(Cc3cccc(C(F)(F)F)c3)C2)n1 (configuration not stated)	-11	826	6%
69	Cc1ccc2oc(C(=O)NCc3ccccc3)cc(=O)c2c1	1	845	23%
70	CCOC(=O)N1CCN(c2ccncc2S(=O)(=O)N2CCCCC2)CC1	-1	705	7%
71	O=C(CNC(=O)c1ccc(F)cc1)N/N=C/c1cccnc1	-5	791	-2%
72	COc1ccc(C2=NN(c3ccc(C(=O)O)cc3)C(c3ccc(OC)c(OC)c3)C2)cc1 (configuration not stated)	11	768	23%
73	O=C(Cc1cccc2ccccc12)Nc1cc(Cl)ccc1C(=O)O	3	816	12%
74	Cc1ccnc(NS(=O)(=O)c2ccc(NC(=O)CCc3ccccc3)cc2)n1	6	846	-8%
75	Cc1ccccc1N(CC(=O)N1CCc2ccccc2C1)S(C)(=O)=O	-2	801	5%
76	Clc1ccc(CN2CCc3c([nH]c4ccccc34)C2)cc1Cl	-18	803	-14%
77	CC(C)C(NC(=O)c1ccc(C(C)(C)C)cc1)C(=O)NCC1(N(C)C)CCCCC1 (configuration not stated)	-22	718	7%
78	C/C(=N/NC(=O)c1cc(C)[nH]n1)c1ccncc1	-2	779	-9%
79	Cc1ccc(NC(=O)c2ccc(NC(=O)c3ccccc3)cc2)cc1C	12	686	22%
80	Cc1cc(-c2ccc(C)c(S(=O)(=O)NCC3CCN(Cc4cccc(F)c4)CC3)c2)on1	-45	689	6%

An excerpt from above in order of SMILES length, lowest first:
item	Structure	Lipid droplet	Lipid droplet cells 6.5 µM	HEK293 NOD2/NF-kB
65	COc1cccc(NC(=O)C2COc3ccccc3O2)c1 (configuration not stated)	7	864	-71%
78	C/C(=N/NC(=O)c1cc(C)[nH]n1)c1ccncc1	-2	779	-9%
69	Cc1ccc2oc(C(=O)NCc3ccccc3)cc(=O)c2c1	1	845	23%
71	O=C(CNC(=O)c1ccc(F)cc1)N/N=C/c1cccnc1	-5	791	-2%
73	O=C(Cc1cccc2ccccc12)Nc1cc(Cl)ccc1C(=O)O	3	816	12%
67	CC(C)C(OC(=O)c1ccc(Cl)nc1)C(=O)NC1CCCCC1 (configuration not stated)	3	805	3%
75	Cc1ccccc1N(CC(=O)N1CCc2ccccc2C1)S(C)(=O)=O	-2	801	5%
61	CC[C@@]1(c2cccc(C)c2)C(=O)N(C(=O)OC)N1C(=O)OC	-8	691	26%
63	CCOc1ccc(N(CC(=O)Nc2cc(Cl)ccc2C)S(C)(=O)=O)cc1	-2	868	6%
74	Cc1ccnc(NS(=O)(=O)c2ccc(NC(=O)CCc3ccccc3)cc2)n1	6	846	-8%
64	CCc1nc(SCC(=O)N2CCCCCC2)c2c(=O)n(C)c(=O)n(C)c2n1	-18	646	-5%
72	COc1ccc(C2=NN(c3ccc(C(=O)O)cc3)C(c3ccc(OC)c(OC)c3)C2)cc1 (configuration not stated)	11	768	23%
80	Cc1cc(-c2ccc(C)c(S(=O)(=O)NCC3CCN(Cc4cccc(F)c4)CC3)c2)on1	-45	689	6%
62	COc1ccc2cc(CCNC(=O)c3ccc(S(=O)(=O)N4CCCC4)cc3)c(=O)[nH]c2c1	6	782	31%

Next results
item	Structure	Lipid droplet	Lipid droplet cells 6.5 µM	HEK293 NOD2/NF-kB
81	COc1ccc(C(=O)Nc2ccc(C(=O)Nc3cccnc3)cc2)cc1	-3	799	20%
82	COc1cc2c(c(OC)c1OC)-c1ccc(NC(=O)c3ccc(F)cc3)c(=O)cc1[C@@H](NC(C)=O)CC2	-2	824	35%
83	COc1ccccc1OCCn1c(SCC(=O)O)nc2ccccc21	8	860	9%
84	Cc1ccc(C)c(NC(=O)Cn2nnc(C(=O)NCc3ccco3)c2N)c1	2	752	-29%
85	COc1ccc(OCC(=O)NCCNC(=O)c2ccccn2)cc1	-12	805	-14%
86	COc1ccc2c(c1)CC/C(=C/c1ccccn1)C2=O	7	800	-13%
87	COc1ccc(C(=O)/C=C/c2cccc(OCc3ccccc3)c2)cc1CSCC(=O)O	-4	772	-5%
88	COc1ccc(CCN2CC(C(=O)N(C)C3CCOCC3)CCC2=O)cc1 (configuration not stated)	7	730	12%
89	CCOC(=O)C1(CC)NC(c2ccc(OC)c(OC)c2)C2C(=O)N(c3cccc(C(C)=O)c3)C(=O)C21 (configuration not stated)	2	785	7%
90	COc1ccc(OC)c(NC(=O)CN2C(=O)COc3ccc(C)cc32)c1	-1	763	2%
91	COc1ccc(CNC(=O)C(=O)NCC2OCCN2S(=O)(=O)c2ccccc2)cc1 (configuration not stated)	21	734	-3%
92	c1ccc(COc2ccc(-c3sc(Nc4ccccc4)n[n+]3-c3ccccc3)cc2)cc1	-6	808	7%
93	CC(=O)Nc1ccc(N(C(=O)c2ccco2)C(C(=O)NC2CCCC2)c2ccncc2)cc1 (configuration not stated)	-6	776	10%
94	COC(C[C@@H]1O[C@@H]1[C@H](O)[C@@H](C)OCc1ccccc1)OC	-2	736	15%
95	CCc1cccc(NC(=O)CCNS(=O)(=O)c2ccc3c(c2)oc(=O)n3C)c1	5	628	-3%
96	CC(=O)Oc1ccc2c(=O)oc(-c3ccccc3C)nc2c1	-15	809	5%
97	COc1ccccc1NC(=O)CSc1ncc(CO)n1Cc1ccc(F)cc1	4	704	1%
98	COc1ccc2c(c1)c(C)cc[n+]2Cc1ccccc1	-21	759	20%
99	CN(C)c1ccc(S(=O)(=O)N(C)C)cc1NC(=O)Cc1cccc2ccccc12	-17	819	2%
100	CCCCNC(=O)Cn1c(=O)c2c(ncn2CC)n(Cc2ccccc2)c1=O	-3	800	4%
101	CCOc1ccc(/C=C2/SC(=S)N(CCC(=O)Nc3ccc(C(=O)O)cc3)C2=O)cc1	-1	825	0%
102	Cc1ccc(N(CC(O)CN2CCCCC2)S(=O)(=O)c2ccccc2)cc1 (configuration not stated)	-2	717	2%
